proCasp3 act: activators of human procaspase-3 D3A mutant, primary screen, biochemical, absorbance, PC-3 D3A mutant, single concentration; Caspase-3 (Homo sapiens), P42574; AID 463141, 2010; activation, % at 8.5 µM; actives 0.11% (n = 330,000); recombinant procaspase-3 D3A, Ac-DEVD-pNA absorbance 405 nm;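 active = activation above the mean of all tested compounds plus 3 SD, cut at about 21% in these data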;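 note: 0% = DMSO alone and 100% = DMSO wells spiked with extra 5 µM PC-3 D3A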
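Test system: Procaspase-3 D3A mutant, all three cleavage aspartates alanine | Dosing: Single dose, 8.5 µM nominal compound, 0.8% DMSO | Schedule: 1 h preincubation, 2 h reaction | Technique: 405 nm absorbance of p-nitroaniline, reads at 0 and 120 min | Repeats: One well per compound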
procasp7 counter: procaspase-7 activators, primary screen, counter-screen for procaspase-3 activator project, biochemical, absorbance, HTS, human; actives 0.093% (n = 330,000); activation, % at 8.5 µM; recombinant procaspase-7, Ac-DEVD-pNA absorbance 405 nm; D23A/D198A/D206A triple mutant, cannot self-cleave; scale: DMSO 0, 5 µM enzyme 100; Caspase-7 (Homo sapiens), P55210;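 active = percent activation above the screen-wide mean plus 3 SD, cut at about 25% in these data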
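Assay system: Uncleavable procaspase-7 mutant enzyme; Input: 2 µM procaspase-7 mutant as dispensed; Also added: DEVD-pNA substrate; Medium: Zinc-free HEPES pH 7.4 with 300 mM NaCl, 0.01% Triton X-100; Timing: 1 h compound preincubation, 2 h substrate cleavage, 25 °C; Measured by: Epi-absorbance of released pNA at 405 nm, two timepoints.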
ZTA DNA inh: blocks Epstein-Barr virus ZTA, an EBNA-1 counter-screen | ZTA-DNA binding, fluorescence polarization | actives 0.15% (n = 320,000) | AID 2234 | inhibition, % at 11 µM; in the data active = inhibition above about 33%
MEP2 TOR yeast: modulators of MEP2-GFP levels in yeast, primary screen, S. cerevisiae, multiplex flow cytometry, MLPCN library | GFP response vs DMSO, % at 10 µM | S. cerevisiae MEP2-GFP strain, 3 h; 100% = DMSO control level | actives 0.51% (n = 330,000) | AID 2016, 2009;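 active = GFP response versus DMSO above a set limit, roughly screen mean plus 3 SD, cut at about 180% in these data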;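 note: median GFP fluorescence of the barcode-gated MEP2-GFP cells per well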
RPL19A TOR yeast: RPL19A-GFP expression modulators in yeast, primary screen, cell-based, S. cerevisiae, multiplex flow cytometry, MLPCN; S. cerevisiae RPL19A-GFP strain, 3 h; stronger effect = lower value; percent response vs DMSO, % at 10 µM; actives 0.3% (n = 330,000);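 active = percent response vs DMSO below 50%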;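 note: median channel GFP fluorescence of the barcoded RPL19A-GFP strain; ratio of sample median GFP to plate DMSO average so 100% = DMSO; lower means less RPL19A-GFP as with rapamycin TOR inhibition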
EBNA-1 inhibitor: EBNA-1 DNA-binding inhibitors, primary screen, biochemical, fluorescence polarization; inhibition, % at 14.8 µM; actives 0.34% (n = 300,000); AID 1950, 2009; in the data active = inhibition above about 28%
LAP4 TOR yeast: modulators of LAP4-GFP expression in yeast, primary screen, S. cerevisiae, multiplex flow cytometry, MLPCN library; 3 h; median GFP as percent of DMSO wells; GFP response vs DMSO, % at 10 µM; actives 0.34% (n = 320,000); AID 2023, 2009;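 active = GFP response vs DMSO above a set limit, about the screen mean plus 3 SD, cut at about 150% in these data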
AHR act: AHR activators, primary screen, cell-based, luminescence, luciferase reporter, human. Aryl hydrocarbon receptor (Homo sapiens), P35869. AHR-responsive luciferase reporter cells. activation, % at 5 µM. actives 2.5% (n = 320,000). AID 2796, 2010; in the data active = activation above about 47%;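 note: 0% = vehicle wells and 100% = reference agonist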
* marks the source's active call; other numbers are inactive results; / = not tested or not shown.

The first 2 compounds, to show the layout:
Every second line gives: proCasp3 act	procasp7 counter	ZTA DNA inh	MEP2 TOR yeast	RPL19A TOR yeast	EBNA-1 inhibitor	LAP4 TOR yeast	AHR act
1	O=[N+]([O-])c1ccc(/C=N/Nc2ccc3ccccc3c2)o1
→ -24	-17	-20	103	99	-5	105	76*
2	Cc1cc(C)c2c(N)c(C(=O)N/N=C/c3cccnc3)sc2n1
→ -5	5	-9	103	101	-20	116	-9

Results, from the start:
Every second line gives: proCasp3 act	procasp7 counter	ZTA DNA inh	MEP2 TOR yeast	RPL19A TOR yeast	EBNA-1 inhibitor	LAP4 TOR yeast	AHR act
1	O=[N+]([O-])c1ccc(/C=N/Nc2ccc3ccccc3c2)o1
→ -24	-17	-20	103	99	-5	105	76*
2	Cc1cc(C)c2c(N)c(C(=O)N/N=C/c3cccnc3)sc2n1
→ -5	5	-9	103	101	-20	116	-9
3	CCN(CC)CCNC(=O)c1cc([N+](=O)[O-])c(N(C)C)cc1OC
→ 4	6	0	96	101	2	101	0
4	COc1cccc(CNc2ccc(F)c([N+](=O)[O-])c2)c1O
→ 4	7	13	99	97	-17	122	1
5	CCCOc1ccc(-c2csc3ncn(Cc4ccc(C(=O)O)cc4)c(=O)c23)cc1
→ 12	5	43*	108	88	12	139	2
6	CN(C(=O)CSc1nnnn1-c1ccccc1)C1CCCCC1
→ 4	7	6	99	98	-10	95	7
7	CCOc1ccc(N2C(=O)c3ccc(C(=O)OCC(=O)N(CC)C4CCS(=O)(=O)C4)cc3C2=O)cc1 (stereo unspecified)
→ 2	9	-6	95	90	-9	90	1
8	N#Cc1cn(-c2ccccc2)nc1-c1cc2ccccc2oc1=O
→ 2	1	0	114	100	6	103	30
9	COc1ccc(-c2ccc3c(c2)S(=O)(=O)c2cccc(C(=O)NC[C@@H]4CCCO4)c2C3=O)cc1OC
→ 0	-8	-9	94	94	/	90	4
10	Cc1cccc(NC(=O)CN2C(=O)CSC2=O)c1
→ 8	8	11	120	106	13	98	2

Later entries.
Every second line gives: proCasp3 act	procasp7 counter	ZTA DNA inh	MEP2 TOR yeast	RPL19A TOR yeast	EBNA-1 inhibitor	LAP4 TOR yeast	AHR act
11	O=C(OCC(=O)N1CCOCC1)c1ccc2[nH]c3c(c2c1)CCCC3
→ 7	-1	4	98	98	-7	100	5
12	CN(C)c1ccc(/C=C(/NC(=O)c2ccccc2)C(=O)N2CCCC2)cc1
→ -3	-1	-12	99	100	-8	96	17
13	O=C(N/N=C/C(Br)=C/c1ccccc1)c1cccs1
→ 2	1	12	98	97	6	122	9
14	CC(=O)N1CCN(c2ccc(NC(=O)c3cccc([N+](=O)[O-])c3)cc2)CC1
→ 0	-13	-4	99	103	-6	92	-3
15	CCOC(=O)C1(CCOc2ccccc2)CCN(Cc2cnc(SC)nc2)CC1
→ 5	-2	-1	98	98	8	100	6
16	COc1cc(C(=O)Nc2ccccc2-c2nnn(CC(N)=O)n2)cc(OC)c1OC
→ -15	-1	12	93	97	-4	95	-13
17	COC(=O)CSc1nc2ncccc2[nH]1
→ -6	8	4	86	83	9	77	-1
18	CSc1ccccc1NC(=O)CSc1nnc(CNC(=O)c2ccccc2F)n1C
→ 0	7	-11	106	106	8	92	1
19	CC(C)Sc1nc2ncnc(N)c2[nH]1
→ -2	-4	-7	92	94	-10	102	3
20	CCCCOc1ccc(C(=O)N2CC(C)OC(C)C2)cc1 (stereo unspecified)
→ 7	3	-7	104	102	-5	94	4

New compounds follow:
Every second line gives: proCasp3 act	procasp7 counter	ZTA DNA inh	MEP2 TOR yeast	RPL19A TOR yeast	EBNA-1 inhibitor	LAP4 TOR yeast	AHR act
21	O=S(=O)(Cc1ccccc1)N=Nc1c(O)[nH]c2ccc(Br)cc12
→ -17	-30	6	101	102	8	130	19
22	CCOc1ccc(-c2c(C(=O)N/N=C/c3ccccc3)nnn2-c2nonc2N)cc1
→ -7	-1	-5	107	95	23	109	-2
23	Cc1ccc(C)c(S(=O)(=O)N2CCN(CC(=O)N3CCc4ccccc4C3)CC2)c1
→ -5	6	3	94	98	1	94	-1
24	O=C(CC1SC2=NCCN2C1=O)Nc1ccc(Br)cc1 (stereo unspecified)
→ 2	4	4	95	101	-10	98	0
25	COC(=O)CNC(=O)CSc1nc2sc(-c3ccccc3)cc2c(=O)n1-c1ccccc1
→ -2	-4	-4	102	100	0	97	2
26	CSc1ccc(S(=O)(=O)NCC(=O)OCC(=O)N(C)C2CCCCC2)cc1[N+](=O)[O-]
→ 5	4	11	92	90	8	102	-1
27	Cc1cccc(C(=O)NNC(=O)CCCCC(=O)NNC(=O)c2cccc(C)c2)c1
→ -5	-6	-9	101	105	-11	91	1
28	COc1ccc(Cn2c(=O)[nH]c3cc(C(=O)N4CCN(c5ccccc5OC)CC4)ccc3c2=O)cc1
→ 9	-1	15	105	103	3	125	2
29	CC(C)Oc1cccc(C(=O)C2CCCN(S(C)(=O)=O)C2)c1 (stereo unspecified)
→ -1	7	13	90	95	4	101	9
30	CCOc1cc(/C=C/c2cc(C(=O)O)c3ccccc3n2)ccc1OC
→ 11	-1	-11	100	94	8	93	8

More results
Every second line gives: proCasp3 act	procasp7 counter	ZTA DNA inh	MEP2 TOR yeast	RPL19A TOR yeast	EBNA-1 inhibitor	LAP4 TOR yeast	AHR act
31	CCOc1ccc(OCC)c(NC(=O)C2CCCN(S(=O)(=O)c3ccc(C)cc3)C2)c1 (stereo unspecified)
→ -2	2	0	92	94	2	90	12
32	COc1ccc(OC)c(C2C(C(=O)c3cccs3)=C(O)C(=O)N2c2cc(C)on2)c1 (stereo unspecified)
→ -8	-18	9	95	103	-11	92	14
33	CC(C)(C)NC(=O)NC(=O)COC(=O)c1nc(-c2ccccc2)n(-c2cccc(C(F)(F)F)c2)n1
→ 3	4	3	99	106	-12	94	3
34	O=C(Nc1cccc(/C=C/c2ccccn2)c1)c1ccc(-n2cncn2)cc1
→ 7	11	/	90	97	/	84	2
35	O=C(CNC(=S)NC(=O)c1ccccc1)c1ccccc1
→ -17	-12	-30	100	96	-7	105	15
36	CC[C@@]1(C(=O)OC)N[C@H](CN(C)C(=O)c2ccccc2)[C@@H]2C(=O)N(C)C(=O)[C@@H]21
→ 8	1	/	101	101	/	110	0
37	O=C(Cn1nnc(-c2ccc(Cl)cc2)n1)N1CCN(C(=O)c2ccco2)CC1
→ 10	4	13	103	99	/	102	7
38	CCOC(=O)c1cnn(CCOC(=O)C(C)(C)C)c1NC(=O)C(C)(C)C
→ 8	4	4	99	96	-1	93	0
39	Cc1noc(C)c1NC(=O)N(C)C[C@H]1Oc2ccc(NC(=O)CCN3CCOCC3)cc2C(=O)N([C@H](C)CO)C[C@@H]1C
→ 6	12	/	102	107	/	102	-3
40	C#CCN(CC=C)C(=O)c1cccc(OC2CCN(S(C)(=O)=O)CC2)c1
→ 8	-4	-2	107	104	-13	92	0

The list continues.
Every second line gives: proCasp3 act	procasp7 counter	ZTA DNA inh	MEP2 TOR yeast	RPL19A TOR yeast	EBNA-1 inhibitor	LAP4 TOR yeast	AHR act
41	Cc1ccc2[nH]c3c(=O)n(CCCN4CCOCC4)cnc3c2c1
→ 4	10	-27	100	95	0	96	24
42	COc1ccccc1NC(=O)CSc1nnc(-c2ccco2)n1N
→ 4	9	13	98	98	-7	91	6
43	Cc1cccc2sc(N3CCN(C(=O)c4cccs4)CC3)nc12
→ 10	2	7	99	94	-14	115	-5
44	CCOc1nc(Nc2ccc(OC)cc2)nc(N2CCOCC2)n1
→ -13	9	-6	98	98	-3	108	24
45	COc1ccc(C(=O)NCc2ccc(C(=O)O)o2)cc1
→ 0	6	-8	101	98	14	96	0
46	Cc1ccc(CCNc2ccccc2)c[n+]1[O-]
→ 10	-1	12	101	103	3	99	-2
47	Cc1ccc2nc(-c3ccc(NS(=O)(=O)c4c(C)n(C)c(=O)n(C)c4=O)cc3)sc2c1
→ -11	-20	-2	99	95	-4	106	18
48	COc1ccc(CCNC(=O)c2ccc3c(c2)N(Cc2ccc(F)cc2)CCS3)c(OC)c1
→ -3	-4	-12	110	106	4	109	10
49	CC1=NN(Cc2ccccc2)C(=O)C1C(c1ccccc1)C(C#N)C#N (stereo unspecified)
→ -7	-13	-5	95	101	-2	98	0
50	COc1ccc(C(=O)Oc2coc(CSc3nnc(NC(=O)c4cccs4)s3)cc2=O)cc1
→ 5	-3	2	106	107	14	96	8

(next part)
Every second line gives: proCasp3 act	procasp7 counter	ZTA DNA inh	MEP2 TOR yeast	RPL19A TOR yeast	EBNA-1 inhibitor	LAP4 TOR yeast	AHR act
51	CCOC(=O)C1(CC2CCCCO2)CCN(C(=O)Nc2cccc(SC)c2)CC1 (stereo unspecified)
→ 1	2	6	101	100	-19	110	8
52	CCOC(=O)c1c(C)[nH]c(C)c1S(=O)(=O)N(C)CC(=O)N1CCN(c2ccc(OC)cc2)CC1
→ 2	8	-8	105	96	-15	91	4
53	Cn1c(SCc2ccc(Br)cc2)nnc1-c1ccccn1
→ 2	7	-1	98	93	-4	120	-3
54	COc1ccc(C2C(C(=O)N3CCN(c4ccccc4F)CC3)c3ccccc3C(=O)N2C)cc1 (stereo unspecified)
→ 5	-1	-4	98	98	-20	94	0
55	O=C(Nc1ccccc1)c1cccc2c(Br)cccc12
→ -11	-10	8	116	106	1	114	57*
56	COc1ccccc1N1C(=O)C(=O)N(C)C1=O
→ 8	4	-9	107	103	-1	98	0
57	COc1cccc(N2CC(NS(=O)(=O)c3ccc(Cl)cc3)CC2=O)c1 (stereo unspecified)
→ 1	11	-16	96	97	-5	105	3
58	Cn1c(N)c(C(=O)COC(=O)c2ccc(S(=O)(=O)N3CCCCC3)cc2)c(=O)n(C)c1=O
→ 3	3	-10	101	101	-5	104	1
59	CC(=C/c1ccccc1)/C=N/n1c(-c2ccco2)n[nH]c1=S
→ -9	-9	16	97	91	5	99	-3
60	O=C(NCc1ccccc1Cl)C1CCCN1S(=O)(=O)c1ccc(F)cc1 (stereo unspecified)
→ 11	0	9	102	97	9	87	-1

(listing goes on)
Every second line gives: proCasp3 act	procasp7 counter	ZTA DNA inh	MEP2 TOR yeast	RPL19A TOR yeast	EBNA-1 inhibitor	LAP4 TOR yeast	AHR act
61	Cc1cccc(-c2nnc(SCc3nc4ccccc4[nH]3)n2Cc2ccco2)c1
→ -9	-7	0	98	99	-15	91	5
62	O=C(NCCc1ccccc1)C1CC(c2ccccc2O)=NO1 (stereo unspecified)
→ 7	10	-1	102	92	0	102	-1
63	O=C(C1CCC1)N1CCc2cc(S(=O)(=O)N3CCCCC3)ccc21
→ -7	7	4	92	94	-6	91	-2
64	O=C(Nc1cccc(F)c1)C1CCCCC1
→ 11	0	7	94	94	9	125	4

High-throughput results (PubChem BioAssay)
